Epigenetic reg = epigenetic control regulation, reporter derepression | 280,000 compounds, 0.2% hits | Potency, µM (doses to about 53.9 µM), inactives show at the highest dose GFP activation, actives largely listed as activators | murine LDR cells, GFP reporter derepression, 30 h; further: potency means the concentration at half of the fitted maximal effect; % of control where 0% means no effect; nearly all actives have a fitted effect of over 60% in size
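In this reporter-derepression format, murine cells bearing a silenced integrated CMV-GFP locus incubate with test compound (30 h, 37 C), then are washed and imaged; fluorescent objects of 20–120 um count as induced cells.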
CBFb-RUNX1 inh = blocks binding between human CBF-beta and RUNX1; Q01196+Q13951; AlphaScreen CBFb-His/RUNX1-biotin binding, biochemical; Potency, µM (doses to about 59.8 µM), without a hit: at the highest dose activity, negative = inhibition, hits mostly inhibitors; 230,000 tested, under 10 active; AID 1477; further: % of control where 0% means no effect
Target sequence (Q01196 whole entry, looked up): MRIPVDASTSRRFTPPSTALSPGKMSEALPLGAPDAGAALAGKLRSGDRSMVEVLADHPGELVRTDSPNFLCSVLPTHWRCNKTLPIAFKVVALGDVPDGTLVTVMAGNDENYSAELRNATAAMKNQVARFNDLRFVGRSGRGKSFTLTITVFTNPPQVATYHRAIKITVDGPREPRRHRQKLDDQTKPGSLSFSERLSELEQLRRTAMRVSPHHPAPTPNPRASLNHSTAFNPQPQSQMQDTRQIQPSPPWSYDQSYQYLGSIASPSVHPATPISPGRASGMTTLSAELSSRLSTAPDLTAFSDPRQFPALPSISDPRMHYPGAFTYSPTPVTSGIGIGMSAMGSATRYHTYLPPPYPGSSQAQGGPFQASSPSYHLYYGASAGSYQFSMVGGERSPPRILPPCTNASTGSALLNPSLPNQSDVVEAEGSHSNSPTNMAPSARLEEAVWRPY
Target sequence (Q13951 whole entry, looked up): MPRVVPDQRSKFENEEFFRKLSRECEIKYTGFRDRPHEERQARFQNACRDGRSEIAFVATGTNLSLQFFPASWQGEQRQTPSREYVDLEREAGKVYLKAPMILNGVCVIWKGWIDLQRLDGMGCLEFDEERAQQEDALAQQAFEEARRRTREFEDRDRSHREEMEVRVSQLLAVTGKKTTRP
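AlphaScreen binding: CBFb-His and RUNX1-biotin (30 nM each) preincubated 20 min, compound added for 15 min, then nickel and streptavidin beads for 90 min, all at room temperature. Disruption of the interaction by any mechanism counts as activity.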
HttQ103 aggreg = reduces HttQ103-GFP aggregates in PC12 cells | PC12 HttQ103-GFP aggregates, Acumen cytometry, 40 h | 220,000 compounds, 1.1% hits | Potency, µM (highest dose often 46.1 µM), for inactives: at the top dose activity change, negative = inhibition, actives largely listed as inhibitors; further: potency means the concentration at half of the fitted maximal effect; on the % scale 0 is the no-effect control and ±100 the full control effect; nearly all actives have a fitted effect of over 60% in size
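Huntingtin Q103 exon 1–GFP aggregates in induced PC12 cells (100 nM tebufenozide) were quantified by cytometry from lysates, with compounds dosed in titration.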
NPSR antag = neuropeptide S receptor (human) antagonism, cAMP | Q6W5P4 | CHO-NPSR cells, cAMP TR-FRET, antagonist mode | Potency, µM (top dose mostly 38.3 µM), without a hit: at the highest dose activity change, negative = inhibition, hits mostly inhibitors | 220,000 compounds, 1% hits | AID 1461; further: potency means the concentration at half of the fitted maximal effect; on the % scale 0 is the no-effect control and ±100 the full control effect; nearly all actives have a fitted effect of over 50% in size; many of its hits are not listed in these tables
Target sequence (Q6W5P4 whole entry, looked up): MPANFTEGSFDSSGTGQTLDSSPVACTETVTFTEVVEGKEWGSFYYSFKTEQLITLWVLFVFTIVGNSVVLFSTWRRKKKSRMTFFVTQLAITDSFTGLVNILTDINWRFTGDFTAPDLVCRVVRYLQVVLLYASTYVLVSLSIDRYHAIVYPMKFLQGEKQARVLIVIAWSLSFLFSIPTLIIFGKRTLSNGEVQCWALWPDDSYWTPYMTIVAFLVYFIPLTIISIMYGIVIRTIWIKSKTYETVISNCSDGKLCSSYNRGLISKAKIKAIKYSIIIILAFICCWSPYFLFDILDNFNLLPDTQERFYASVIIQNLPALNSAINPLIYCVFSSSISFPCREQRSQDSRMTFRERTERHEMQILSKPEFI
IMPase Li inh = membrane-permeable IMPase blocker, potentiated with lithium. 210,000 compounds, 0.35% hits. Potency, µM (titrated, usually from 59.4 µM), for inactives: at the top dose activity, negative = IMPase inhibition, most hits filed as inhibitors. CHO-M1 cells, IP1 TR-FRET (IP-One), carbachol + lithium;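 further: IP1 builds up when IMPase is blocked and the TR-FRET signal falls; potency means the concentration at half of the fitted maximal effect; plate controls were basal vehicle for no effect and high inhibitor control for full effect; nearly all actives have a fitted effect of over 50% in size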
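IP1 accumulation measured by competitive TR-FRET in lysed CHO-M1 cells after 30 min compound exposure at 37C, with a small lithium addition to potentiate weak responses. Hill-equation AC50 from ratio and donor-channel data.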
KinaseGlo FLuc = Kinase-Glo luciferase inhibition (counter-screen); Q27757; Kinase-Glo luciferase, ATP luminescence, 8 min; Potency, µM (top dose mostly 38.3 µM), for the others: at the highest dose activity change, negative = inhibition, hits mostly inhibitors; 200,000 compounds, 0.28% hits; further: potency means the concentration at half of the fitted maximal effect; on the % scale 0 is the no-effect control and ±100 the full control effect; nearly all actives have a fitted effect of over 60% in size
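Substrate mix (final 50 mM imidazole pH 7.2, 50 mM KCl, 7 mM MgCl2, 10 uM ATP, 0.01% Tween 20, 0.05% BSA) plus pin-tool compound, then Kinase-Glo detection mix; 8 min ambient, luminescence read.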
L3MBTL1 block = inhibitors of human L3MBTL1 | 230,000 compounds, 0.66% hits | AlphaScreen L3MBTL1–H3K9me1 peptide binding | Potency, µM (titrated, usually from 57.1 µM), for the others: at the highest dose activity, negative = inhibition, actives largely listed as inhibitors; further: potency means the concentration at half of the fitted maximal effect; on the % scale 0 is the no-effect control and ±100 the full control effect; nearly all actives have a fitted effect of over 60% in size
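L3MBTL1 50 nM + b-AHA-H3(1-15)K9me1 75 nM, 30 min RT; compound added, 30 min RT; streptavidin donor/Ni-chelate acceptor beads 10 ug/mL each final, 30 min RT dark; AlphaScreen read.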
Active calls of the source: *; ? = inconclusive; nt = no result given; & = joins results of further samples; [ ] = another dose, or the depositor's remark. The call rests on the fitted dose curve; in most records, active means well fitted curve in the direction sought with a large enough effect; inconclusive means small, poorly fitted or top-dose-only effect, or another doubt; inactive means no such curve, though single readings can be large; an effect the other way counts as inactive or inconclusive.

Each structure is followed by: KinaseGlo FLuc	CBFb-RUNX1 inh	HttQ103 aggreg	NPSR antag	IMPase Li inh	L3MBTL1 block	Epigenetic reg
(1) COCCn1cc(C(=O)N2CCN(C)CC2)c2c3ccccc3n(C)c2c1=O
    0%	3%	0%	-10%[46.1 µM]	-25%[38.3 µM]	-2%	2.1%
(2) CC1=Nc2ccc(C)cc2/C1=C/c1c(N)n2oc(C)cc2nc1=O
    -1%	?	-14%[9.22 µM]	-29%&-22%	?	25%	?
(3) Cc1ccc(NC(=O)N(C2CCCCC2)C(C)c2cccnc2)cc1C (stereo unspecified)
    3%	-4%	-5%	0%[46.1 µM]	0%[38.3 µM]	nt	0.9%
(4) CC(C)c1ccccc1-n1c(SCC(=O)N2CCc3ccccc3C2)nc2ccccc2c1=O
    1%	-2%	-4%	-57%	5%	-8%	0.0%
(5) Cn1c(O)c(N=NC(=O)c2cccc(S(=O)(=O)N3CCCCC3)c2)c2ccccc21
    0%	?	?	-11%	29%	-10%	0.0%
(6) CCC1CCCCN1C(=O)CSC1=NN2CCCC(=O)N=C2S1 (stereo unspecified)
    nt	6%	2%[9.22 µM]	3%	nt	nt	0.1%
(7) O=C(CSc1nnc(Cc2ccccc2)n1-c1ccc(Cl)cc1)N1CCOCC1
    1%	6%	8%	-13%[46.1 µM]	4%[38.3 µM]	2%	-1.1%
(8) COc1cc(OC)cc(C(=O)N2CCN(Cc3ccccc3[N+](=O)[O-])CC2)c1
    3%	-5%	1%[9.22 µM]	20%	4%	-7%	3.7%
(9) CCN1/C(=C/C(C)=C/c2sc3ccccc3[n+]2CC)Sc2ccccc21
    ?	nt	1.1µM*	?	18%	nt	-1.3%
(10) COC(=O)c1cc(C(=O)Nc2nnc(CC(C)(C)C)s2)cc([N+](=O)[O-])c1
    1%	-29%	-11%	-26%	-3%	8%	-1.1%
(11) O=C1C(=O)N(CCCN2CCOCC2)C(c2cccs2)/C1=C(/O)c1ccc2c(c1)OCO2 (stereo unspecified)
    0%	4%	8%	17%[46.1 µM]	-19%	3%	1.2%
(12) C/C(=C\C(=O)c1ccccc1)Nc1ccc(O)cc1
    21%	?	13%	-8%[46.1 µM]	25%[38.3 µM]	nt	0.1%
(13) CN1CCN(S(=O)(=O)c2ccc(NC(=S)NC(=O)c3ccc(Cl)cc3)cc2)CC1
    nt	0%	32%	6%[46.1 µM]	nt	2%	7.2%
(14) Cc1ccc(NS(=O)(=O)c2cccc3nsnc23)cc1
    nt	6%	-16%[9.22 µM]	9%	nt	-16%	1.1%
(15) COc1ccccc1NC(=O)c1ccc2snnc2c1
    -1%	1%	6%[9.22 µM]	-8%	7%	9%	6.4%
(16) COc1cc(CNC2CCCC2)cc(OC)c1OC
    1%	2%	6%	-5%[46.1 µM]	21%[38.3 µM]	nt	-1.0%
(17) O=C(/C=C/c1ccc([N+](=O)[O-])cc1)Nc1ncc([N+](=O)[O-])s1
    -11%	-18%	?	-11%	16%	-10%	5.3%
(18) Cc1ccc(N2CCN(/N=C/c3sccc3C)CC2)cc1
    4%	-10%	-8%	-14%[46.1 µM]	5%	-2%	-1.1%
(19) Cc1cccc(NS(=O)(=O)c2ccc3c(c2)OCCO3)c1
    -3%	2%	?	2%[46.1 µM]	9%[38.3 µM]	nt	0.0%
(20) Cc1cc(C)n(-c2ccc(C(=O)NC(C)C)cc2)n1
    -4%	3%	4%	19%[46.1 µM]	-2%[38.3 µM]	2%	1.2%
(21) COc1ccc(-c2nc(NC(=O)C3CCN(c4nc5ccccc5o4)CC3)sc2C)cc1
    1%	-14%	-29%	-21%[46.1 µM]	5%[38.3 µM]	-1%	-0.2%
(22) CC(=O)NCCC(=O)Nc1ccc(C(N)=O)cc1
    -2%	-11%	-7%	10%	-1%	-2%	-4.3%
(23) COc1ccccc1C(=O)Nc1ccccn1
    -10%	3%	11%	3%[46.1 µM]	18%[38.3 µM]	3%	0.0%
(24) COc1ccc(N2C(=O)/C(=C/c3ccc([N+](=O)[O-])cc3)N=C2C)cc1
    -3%	-3%	19%	-3%	6%	-26%	1.9%
(25) CCn1c(-c2ccccc2)csc1=Nc1ccc(S(=O)(=O)O)cc1
    5%	-4%	9%	4%	2%	-3%	0.0%
(26) Cc1ccc(NC(=O)C(=O)NC2CCCCC2)cc1
    -10%	4%	-15%	-2%[46.1 µM]	14%[38.3 µM]	nt	0.7%
(27) CN(C)CC(C)(C)CNS(=O)(=O)CC12CCC(CC1=O)C2(C)C (stereo unspecified)
    19%	2%	6%	1%[46.1 µM]	24%[38.3 µM]	nt	5.8%
(28) Cc1nn(CCC(=O)O)c2nc(-c3cccnc3)cc(C(F)(F)F)c12
    1%	-1%	-5%	-26%[46.1 µM]	-1%[38.3 µM]	3%	-1.1%
(29) CN1CCCC(OC(=O)c2cc(Cl)ccc2Cl)C1 (stereo unspecified)
    1%	8%	6%[9.22 µM]	8%[46.1 µM]	3%[38.3 µM]	3%	0.6%
(30) O=c1c(Cl)c(Cl)cnn1-c1ccccc1
    0%	5%	?	-19%[46.1 µM]	-12%	5%	?
(31) COc1cccc(C2=NN(C(=O)c3ccccc3)C(O)(C(F)(F)F)C2)c1 (stereo unspecified)
    -6%	0%	-12%	-17%[46.1 µM]	32%[activator][38.3 µM]	nt	-2.0%
(32) Cc1cccc(Nc2nnc(SCC(=O)c3ccc(Br)s3)s2)c1C
    1%	-4%	2%	-9%	-26%	-14%	-3.8%
(33) CCN(c1cccc(C)c1)S(=O)(=O)c1ccc2c(c1)CCN2C(C)=O
    8%	4%	-19%	-2%[46.1 µM]	-7%[38.3 µM]	8%	1.0%
(34) Fc1ccc(-c2nn3c(C4COc5ccccc5O4)nnc3s2)cc1 (stereo unspecified)
    0%	3%	-3%	-7%[46.1 µM]	4%[38.3 µM]	-4%	-1.0%
(35) C=CCn1c2ccccc2c2nnc(SCc3ccc4nonc4c3)nc21
    -1%	5%	-14%	1%[46.1 µM]	14%[38.3 µM]	-6%	0.0%
(36) CCSc1ncc(Cl)c(C(=O)N(Cc2ccc(N(C)C)cc2)C2CCS(=O)(=O)C2)n1 (stereo unspecified)
    2%	-5%	-6%	-17%[46.1 µM]	19%[38.3 µM]	-8%	-1.1%
(37) CCc1nc(NC(C)C)c2oc3ccccc3c2n1
    1%	12%	-14%	-6%[46.1 µM]	9%[38.3 µM]	2%	-1.1%
(38) COc1ccc(-c2nnn(-c3cc(Cl)cc(Cl)c3)c2N)cc1
    nt	-2%	0%[9.22 µM]	25%	nt	4%	3.1%
(39) CCN(CC)CCCNC(=O)c1nn(-c2cccc(OC)c2)c(=O)c2ccccc12
    1%	3%	7%	-2%[46.1 µM]	18%[38.3 µM]	nt	0.0%
(40) CSc1cccc(NC(=S)N(Cc2ccc(C)cc2)Cc2cccnc2)c1
    1%	9%	-24%	-32%	11%	nt	0.0%
(41) CC(=O)c1c(O)c(C)c(O)c2c1OC1=CC(=O)C(C(C)=O)C(=O)C12C (stereo unspecified)
    -4%	nt	nt	nt	18%	nt	2.5%
(42) Cc1nn(Cc2ccccc2)c(=O)c2nn(-c3ccc(Cl)cc3)c(C)c12
    11%	-2%	-24%	-29%	4%	3%	0.1%
(43) CSc1c(SCc2ccccc2)cnn(Cc2ccccc2)c1=O
    -4%	-3%	?	10µM*	7%	25%	0.0%
(44) Cc1ccc(S(=O)(=O)NCCCCCC(=O)Nc2ccccc2)cc1
    -1%	-2%	4%	-2%	4%	7%	-4.6%
(45) NC(=O)C1(N2CCCCC2)CCN(C(=O)c2ccc(C#CC3(O)CCCCC3)cc2)CC1
    -3%	0%	-9%	-2%[46.1 µM]	32%[38.3 µM]	nt	0.8%
(46) Cc1cnc(NC(=O)CN2CCN(c3ccccn3)CC2)s1
    -1%	-1%	-23%	-4%[46.1 µM]	6%[38.3 µM]	13%	?
(47) COc1ccc(-n2nc([N+](=O)[O-])c(=NCCc3cccc(C)c3)n2O)cc1
    nt	8%	?	5%	1%	nt	-1.3%
(48) Cc1ccc(CN2C(=O)CCC2C(=O)NCc2ccco2)cc1 (stereo unspecified)
    1%	2%	18%	1%[46.1 µM]	-15%[38.3 µM]	-3%	0.0%
(49) COc1cc(NC(=S)NN2CCN(C)CC2)cc(OC)c1
    -2%	5%	-11%	-14%[46.1 µM]	-12%[38.3 µM]	6%	0.0%
(50) CNC(=O)c1csc(-c2cccs2)n1
    -4%	-17%	10%	2%	-10%	8%	-0.3%
(51) CCOc1cc(/C=C2\SC(=S)N(N3CCOCC3)C2=O)ccc1O
    nt	9%	4%[9.22 µM]	14%	nt	nt	?
(52) CC(=O)Nc1ccc(NC(=O)CNS(=O)(=O)c2ccc(C)cc2)cc1
    2%	6%	-7%	-8%[46.1 µM]	2%[38.3 µM]	-5%[11.4 µM]	1.0%
(53) C=CCOC(=O)C1=C[C@H](c2cn(C(C)=O)c3ccccc23)C[C@H](OCc2ccc(CO)cc2)O1
    nt	-7%	0%[9.22 µM]	42%	5%	-16%	2.3%
(54) OCC1O[C@H](Oc2ccc(O)cc2)C(O)C(O)C1O (stereo partly specified)
    -2%	nt	-3%	nt	6%	nt	-0.8%
(55) Cc1oc2c(C)c(O)ccc2c(=O)c1-c1nncn1-c1ccccc1
    2%	-3%	4%	-6%	-8%	-6%	7.7%
(56) COc1ccc(CN2CCN(S(=O)(=O)c3ccccc3)CC2)c(OC)c1
    -1%	2%	-17%	-6%[46.1 µM]	23%[38.3 µM]	nt	0.0%&-1.6%
(57) CC1Cc2ccccc2N1C(=O)CSc1nnc2c(n1)[nH]c1ccc(F)cc12 (stereo unspecified)
    0%	5%	13%	-1%[46.1 µM]	14%	-2%	1.3%
(58) Nc1scc2c(C(=O)N/N=C/c3ccc(Cl)cc3)nn(-c3ccccc3)c(=O)c12
    4%	?	7%	-22%[46.1 µM]	10%[38.3 µM]	-15%	-2.2%
(59) Clc1ccc(-c2nc3sccn3c2/C=N/OCc2ccc(Cl)c(Cl)c2)cc1
    nt	8%&9%&25%	nt	nt	-7%&4%	nt	1.1%&0.0%

Source: PubChem BioAssay (National Center for Advancing Translational Sciences (NCATS))

This is a subset; count on the stated rates, not on these rows.
